tim10-1 inh – inhibits growth of tim10-1 mutant yeast; 330,000 compounds, 2.2% hits; S. cerevisiae tim10-1 ts strain growth, BacTiter-Glo, 24 h; inhibition, % at 20 µM;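 active means inhibition of at least 40%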;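 further: mutant grown at 25 °C; 0% = DMSO wells with yeast and 100% = wells holding no yeast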
XBP1 UPR activ – activators of adaptive arm of unfolded protein response (XBP1). CHO-XBP1 luciferase reporter, IRE1-XBP1 UPR activation, luminescence; percent of tunicamycin response, DMSO as zero. activation, % at 20 µM. 330,000 compounds, 0.33% hits. AID 463104;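 active means versus positive control, 20 µM dose yields 30% or more activation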;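 further: 100% = tunicamycin at 10 µg/mL and 0% = DMSO only wells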
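Signal: luciferase luminescence; Assay system: CHO-XBP1 luciferase reporter cells; Amount: one thousand reporter cells per well; Dosing: 20 µM single concentration, DMSO 1%; Benchmarks: high control tunicamycin 10 µg/mL final, low control DMSO vehicle only; Schedule: 6 h compound exposure at 37 °C, 5% CO2; Evaluation: percent activation relative to tunicamycin reference.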
697 NFkB inh – inhibitors of the PMA/ionomycin-induced NF-kB reporter in 697 B cells; 697 B-cell NF-kB luciferase reporter, 16 h; inhibition, % at 4 µM; 330,000 compounds, 0.33% hits; AID 435022; in the data active means inhibition above about 35%
Jurkat NFkB inh – inhibitors of the PMA/ionomycin-induced NF-kB reporter in Jurkat cells; inhibition, % at 4 µM; AID 435003; PMA/ionomycin-induced NF-kB luciferase reporter, luminescence; 330,000 compounds, 0.53% hits; in the data active means inhibition above about 50%
tim23-1 inh – tim23-1 yeast growth inhibition; S. cerevisiae tim23-1 growth, BacTiter-Glo luminescence, 24 h; inhibition, % at 20 µM; 330,000 compounds, 1.3% hits; AID 463212;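 active means growth inhibition of the mutant yeast at or above 50%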;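 further: temperature-sensitive mutant grown at 25 °C; plate controls were DMSO-treated mutant yeast for no effect and medium wells lacking yeast for full effect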
Mdm2 MdmX PPI – disrupts the human Mdm2-MdmX interaction; SaOS-2 split-luciferase Mdm2/MdmX complementation, luminescence; 330,000 compounds, 3% hits; inhibition, % at 8 µM; O15151+Q00987;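 active means inhibition of at least 50% at 8 µM in the primary screen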
Target sequence (O15151 whole entry, looked up): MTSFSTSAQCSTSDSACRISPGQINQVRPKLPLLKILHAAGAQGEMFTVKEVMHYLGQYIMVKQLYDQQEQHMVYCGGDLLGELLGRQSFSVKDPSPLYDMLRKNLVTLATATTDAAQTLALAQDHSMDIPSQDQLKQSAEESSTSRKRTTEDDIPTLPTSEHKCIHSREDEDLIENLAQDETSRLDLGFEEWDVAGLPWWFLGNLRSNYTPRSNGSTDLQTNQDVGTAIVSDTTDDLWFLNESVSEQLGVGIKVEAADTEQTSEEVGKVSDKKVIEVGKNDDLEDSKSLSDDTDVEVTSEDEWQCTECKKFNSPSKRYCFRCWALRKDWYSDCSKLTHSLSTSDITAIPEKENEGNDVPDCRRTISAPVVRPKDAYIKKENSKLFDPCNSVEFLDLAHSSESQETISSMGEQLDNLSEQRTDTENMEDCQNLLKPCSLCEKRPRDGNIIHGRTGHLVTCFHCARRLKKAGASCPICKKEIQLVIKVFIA
Target sequence (Q00987 whole entry, looked up): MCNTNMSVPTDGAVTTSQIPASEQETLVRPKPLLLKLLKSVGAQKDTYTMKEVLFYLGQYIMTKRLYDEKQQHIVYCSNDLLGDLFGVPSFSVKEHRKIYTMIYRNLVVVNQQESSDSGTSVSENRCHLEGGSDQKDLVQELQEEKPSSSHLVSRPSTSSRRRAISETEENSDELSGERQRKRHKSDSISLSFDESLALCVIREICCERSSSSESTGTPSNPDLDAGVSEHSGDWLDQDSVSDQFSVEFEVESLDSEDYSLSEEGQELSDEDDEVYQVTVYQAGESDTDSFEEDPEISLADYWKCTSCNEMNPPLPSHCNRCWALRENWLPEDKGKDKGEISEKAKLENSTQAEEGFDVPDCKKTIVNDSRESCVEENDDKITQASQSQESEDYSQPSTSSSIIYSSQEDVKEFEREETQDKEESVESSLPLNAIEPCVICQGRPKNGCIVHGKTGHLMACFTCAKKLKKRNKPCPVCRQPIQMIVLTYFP
UPR CHOP act – apoptotic UPR (CHOP) activation; CHO-CHOP luciferase reporter, luminescence; percent of tunicamycin response over DMSO baseline; activation, % at 10 µM; 330,000 compounds, 0.34% hits; AID 449763;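 active means at 10 µM dose, activation of 40% or more, normalized to positive control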;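 further: 100% = tunicamycin at 10 µg/mL and 0% = DMSO alone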
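System: CHO CHOP reporter cells. Amount: 500 cells per well. Buffer or medium: F12 medium, 10% FBS. Compound dosing: one dose, 10 µM in 0.5% DMSO. Incubation: 6 h compound exposure at 37 °C after overnight seeding. Technique: Steady-Glo luciferase luminescence. Benchmarks: tunicamycin and DMSO controls.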
TIM10 inh – growth inhibitors of TIM10 yeast strain. S. cerevisiae TIM10 strain growth, BacTiter-Glo luminescence, 24 h. inhibition, % at 10 µM. 330,000 compounds, 1.4% hits. AID 463195;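 active means inhibition of 40% or more at the single tested concentration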;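 further: wild-type TIM10 isogenic control strain grown at permissive 25 °C; 0% = DMSO yeast wells and 100% = minimal medium wells without yeast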
Numbers without * were called inactive.

Cc1ccc(NC2CCCN(C(=O)C3CCCC3)C2)cc1C (stereo unspecified) was read as tim10-1 inh 17, XBP1 UPR activ -7, 697 NFkB inh 6, Jurkat NFkB inh -1, tim23-1 inh 11, Mdm2 MdmX PPI 18, UPR CHOP act 0.9 and TIM10 inh 5.
Screening Cc1ccc(-n2c(C)cc(C(=O)CSc3nncs3)c2C)cc1 returned tim10-1 inh 25, XBP1 UPR activ -6, 697 NFkB inh -245, Jurkat NFkB inh -88, tim23-1 inh 33, Mdm2 MdmX PPI -224, UPR CHOP act -0.4 and TIM10 inh -5.
Cc1c(Cl)cccc1NC(=O)CCC(=O)N/N=C/c1ccco1 was read as tim10-1 inh -4, XBP1 UPR activ -4, 697 NFkB inh -10, Jurkat NFkB inh 7, tim23-1 inh -6, Mdm2 MdmX PPI 25, UPR CHOP act 0.4 and TIM10 inh -2.
`COc1cccc(-c2cc(C(=O)N3CCN(Cc4ccccc4)CC3)no2)c1` gave tim10-1 inh 44*, XBP1 UPR activ 0, 697 NFkB inh 5, Jurkat NFkB inh -3, tim23-1 inh 30, Mdm2 MdmX PPI -4, UPR CHOP act 1.1 and TIM10 inh 42*.
COC(=O)C1=C(C)Nc2sc(C(N)=O)c(N)c2C1c1ccncc1 (stereo unspecified) was read as tim10-1 inh 8, XBP1 UPR activ 1, 697 NFkB inh 8, Jurkat NFkB inh 15, tim23-1 inh -11, Mdm2 MdmX PPI 17, UPR CHOP act -3.3 and TIM10 inh 10.
Screening COc1ccccc1NS(=O)(=O)c1ccc(S(=O)(=O)N2CCOCC2)cc1 returned tim10-1 inh 17, XBP1 UPR activ 0, 697 NFkB inh -8, Jurkat NFkB inh -8, tim23-1 inh 5, Mdm2 MdmX PPI -36, UPR CHOP act -0.9 and TIM10 inh -33.
`C=CCNC(=O)/C(C#N)=C/c1ccc(SC)cc1` gave tim10-1 inh 0, XBP1 UPR activ 5, 697 NFkB inh -12, Jurkat NFkB inh 0, tim23-1 inh 2, Mdm2 MdmX PPI -5, UPR CHOP act -0.7 and TIM10 inh 2.
For O=C1CCN(CCc2ccccc2)CCN1CCOc1ccccc1 the results were tim10-1 inh 0, XBP1 UPR activ -4, 697 NFkB inh 12, Jurkat NFkB inh 11, tim23-1 inh 14, Mdm2 MdmX PPI 21, UPR CHOP act 2.0 and TIM10 inh -2.
`CC(=O)Nc1nnc(-c2ccco2)o1` gave tim10-1 inh 19, XBP1 UPR activ -1, 697 NFkB inh 3, Jurkat NFkB inh -13, tim23-1 inh 0, Mdm2 MdmX PPI -4, UPR CHOP act -1.6 and TIM10 inh -11.
`COCCNC(=S)N(CCc1c(C)[nH]c2ccc(C)cc12)Cc1ccco1` gave tim10-1 inh 19, XBP1 UPR activ 0, 697 NFkB inh 1, Jurkat NFkB inh 3, tim23-1 inh 40, Mdm2 MdmX PPI 18, UPR CHOP act -1.9 and TIM10 inh 21.
CCOC(=O)N1CCN(C(=O)C(CC(C)C)NC(=O)C2CCCCC2)CC1 (stereo unspecified) was read as tim10-1 inh 13, XBP1 UPR activ 0, 697 NFkB inh 3, Jurkat NFkB inh 1, tim23-1 inh 3, Mdm2 MdmX PPI -1, UPR CHOP act 0.7 and TIM10 inh 11.
For O=[N+]([O-])c1ccc(O)c(/C=N/Nc2ncnc3c2cnn3-c2ccccc2)c1 the results were tim10-1 inh 12, XBP1 UPR activ 6, 697 NFkB inh 5, Jurkat NFkB inh 21, tim23-1 inh 18, Mdm2 MdmX PPI 91*, UPR CHOP act 9.1 and TIM10 inh 11.
`O=C(NCCN1CCOCC1)c1cc(Sc2ccc(F)cc2F)nc2ccccc12` gave tim10-1 inh 7, XBP1 UPR activ -4, 697 NFkB inh 6, Jurkat NFkB inh -1, tim23-1 inh 15, Mdm2 MdmX PPI -42, UPR CHOP act 0.1 and TIM10 inh -11.
Screening CC(C)(C)NC(=O)C(=O)NNC(=O)c1ccccc1 returned tim10-1 inh 8, XBP1 UPR activ 2, 697 NFkB inh 2, Jurkat NFkB inh 0, tim23-1 inh 5, Mdm2 MdmX PPI -7, UPR CHOP act 8.1 and TIM10 inh 5.
`COc1ccccc1/C=C/C(=O)NC(=S)Nc1ccc(S(=O)(=O)N(C)c2ccccc2)cc1` gave tim10-1 inh 5, XBP1 UPR activ 0, 697 NFkB inh -20, Jurkat NFkB inh -5, tim23-1 inh 9, Mdm2 MdmX PPI 0, UPR CHOP act 1.8 and TIM10 inh -6.
`Cc1onc(-c2ccccc2)c1C(=O)N/N=C/c1cc2c(cc1Cl)OCO2` gave tim10-1 inh -5, XBP1 UPR activ -3, 697 NFkB inh -3, Jurkat NFkB inh 22, tim23-1 inh 7, Mdm2 MdmX PPI 5, UPR CHOP act -0.8 and TIM10 inh 14.
For CCC(C)(C)n1nnnc1CN(Cc1ccc(Cl)cc1)Cc1ccco1 the results were tim10-1 inh 29, XBP1 UPR activ -3, 697 NFkB inh -6, Jurkat NFkB inh -6, tim23-1 inh 35, Mdm2 MdmX PPI 5, UPR CHOP act 1.1 and TIM10 inh 20.
For O=C(C1=NN[C@@H]2C(=O)N(c3cccc(F)c3)C(=O)[C@H]12)c1cnccn1 the results were tim10-1 inh 13, XBP1 UPR activ 2, 697 NFkB inh 3, Jurkat NFkB inh -1, tim23-1 inh 8, Mdm2 MdmX PPI 7, UPR CHOP act 1.5 and TIM10 inh 19.
Screening Cn1nc(-c2ccc(NCCO)c([N+](=O)[O-])c2)c2ccccc2c1=O returned tim10-1 inh 8, XBP1 UPR activ 5, 697 NFkB inh 15, Jurkat NFkB inh 2, tim23-1 inh -12, Mdm2 MdmX PPI 32, UPR CHOP act -0.1 and TIM10 inh 8.
For COc1ccc(S(=O)(=O)N2CCCC2C(=O)Nc2nc3c(s2)CCCC3)cc1 (stereo unspecified) the results were tim10-1 inh 14, XBP1 UPR activ 1, 697 NFkB inh -14, Jurkat NFkB inh 0, tim23-1 inh 22, Mdm2 MdmX PPI 19, UPR CHOP act -0.9 and TIM10 inh -13.
Screening COc1ccc(-c2nc(=S)[nH][nH]2)cc1 returned tim10-1 inh -24, XBP1 UPR activ -3, 697 NFkB inh -8, Jurkat NFkB inh -22, tim23-1 inh -16, Mdm2 MdmX PPI -2, UPR CHOP act 1.9 and TIM10 inh -6.
`Cc1ccc2nc3c(cc2c1)c(NC(=O)C1CCCO1)nn3CC(C)C` (stereo unspecified) gave tim10-1 inh 7, XBP1 UPR activ -1, 697 NFkB inh 3, Jurkat NFkB inh -25, tim23-1 inh 30, Mdm2 MdmX PPI 13, UPR CHOP act -2.1 and TIM10 inh 6.
Screening CS(=O)(=O)NCCNc1ncc(C(F)(F)F)cc1Cl returned tim10-1 inh 4, XBP1 UPR activ -3, 697 NFkB inh 4, Jurkat NFkB inh -5, tim23-1 inh 8, Mdm2 MdmX PPI 8, UPR CHOP act -0.7 and TIM10 inh -6.
Screening COc1ccc(OC)c(S(=O)(=O)N2CCCC(C(=O)NCc3ccncc3)C2)c1 (stereo unspecified) returned tim10-1 inh 9, XBP1 UPR activ 4, 697 NFkB inh -12, Jurkat NFkB inh -18, tim23-1 inh 15, Mdm2 MdmX PPI 2, UPR CHOP act 2.2 and TIM10 inh -5.
Screening COc1ccc(CCNC(=O)CSc2n[nH]c(N)n2)cc1 returned tim10-1 inh -4, XBP1 UPR activ -6, 697 NFkB inh 13, Jurkat NFkB inh 20, tim23-1 inh 9, Mdm2 MdmX PPI -7, UPR CHOP act 1.3 and TIM10 inh -2.
`COc1ccc(-c2cc(C(=O)NN)[nH]n2)cc1` gave tim10-1 inh 19, XBP1 UPR activ 1, 697 NFkB inh -24, Jurkat NFkB inh -28, tim23-1 inh 2, Mdm2 MdmX PPI 2, UPR CHOP act 3.1 and TIM10 inh -16.
Screening CCN1C(=O)C(=O)N(CC(=O)Nc2cc(C)ccc2C)C1=O returned tim10-1 inh 9, XBP1 UPR activ -1, 697 NFkB inh -21, Jurkat NFkB inh -14, tim23-1 inh 6, Mdm2 MdmX PPI -12, UPR CHOP act 1.3 and TIM10 inh -1.
`CCN(CC)S(=O)(=O)c1ccc(OCC(=O)NC2CCS(=O)(=O)C2)c([N+](=O)[O-])c1` (stereo unspecified) gave tim10-1 inh 5, XBP1 UPR activ -1, 697 NFkB inh -2, Jurkat NFkB inh -6, tim23-1 inh 13, Mdm2 MdmX PPI -24, UPR CHOP act -0.9 and TIM10 inh 1.
For O=C(CCCC(=O)OCC(=O)c1ccc(Cl)cc1)NC1CCCCC1 the results were tim10-1 inh 28, XBP1 UPR activ -5, 697 NFkB inh 11, Jurkat NFkB inh 5, tim23-1 inh 18, Mdm2 MdmX PPI 15, UPR CHOP act -0.6 and TIM10 inh 12.
Screening CCN(c1ccccc1)S(=O)(=O)c1cc2c(cc1C)n(C)c(=O)c(=O)n2C returned tim10-1 inh -11, XBP1 UPR activ -5, 697 NFkB inh 5, Jurkat NFkB inh -10, tim23-1 inh 2, Mdm2 MdmX PPI 10, UPR CHOP act -1.1 and TIM10 inh -21.
Screening COc1cc(C(=O)OCn2nnc3ccccc3c2=O)cc(OC)c1OC returned tim10-1 inh 34, XBP1 UPR activ 2, 697 NFkB inh 9, Jurkat NFkB inh -1, tim23-1 inh 26, Mdm2 MdmX PPI 16, UPR CHOP act 0.3 and TIM10 inh -10.
Screening CC(C)(CO)N=Cc1c(O)[nH]c2ccccc12 returned tim10-1 inh 7, XBP1 UPR activ 2, 697 NFkB inh 3, Jurkat NFkB inh -2, tim23-1 inh 20, Mdm2 MdmX PPI 7, UPR CHOP act -0.1 and TIM10 inh -2.
For Cc1ccccc1C(=O)N[C@H](C(=O)OCC(=O)c1ccc[nH]1)C(C)C the results were tim10-1 inh 25, XBP1 UPR activ -2, 697 NFkB inh -15, Jurkat NFkB inh 18, tim23-1 inh 17, Mdm2 MdmX PPI 11, UPR CHOP act 0.7 and TIM10 inh 23.
Screening CC(Sc1ncn[nH]1)C(=O)Nc1cc(C(F)(F)F)ccc1Cl (stereo unspecified) returned tim10-1 inh 10, XBP1 UPR activ -2, 697 NFkB inh 13, Jurkat NFkB inh 4, tim23-1 inh 16, Mdm2 MdmX PPI 15, UPR CHOP act 1.1 and TIM10 inh 4.

Entries listed so far containing two or more sulfur atoms (five):
Screening Cc1ccc(-n2c(C)cc(C(=O)CSc3nncs3)c2C)cc1 returned tim10-1 inh 25, XBP1 UPR activ -6, 697 NFkB inh -245, Jurkat NFkB inh -88, tim23-1 inh 33, Mdm2 MdmX PPI -224, UPR CHOP act -0.4 and TIM10 inh -5.
Screening COc1ccccc1NS(=O)(=O)c1ccc(S(=O)(=O)N2CCOCC2)cc1 returned tim10-1 inh 17, XBP1 UPR activ 0, 697 NFkB inh -8, Jurkat NFkB inh -8, tim23-1 inh 5, Mdm2 MdmX PPI -36, UPR CHOP act -0.9 and TIM10 inh -33.
`COc1ccccc1/C=C/C(=O)NC(=S)Nc1ccc(S(=O)(=O)N(C)c2ccccc2)cc1` gave tim10-1 inh 5, XBP1 UPR activ 0, 697 NFkB inh -20, Jurkat NFkB inh -5, tim23-1 inh 9, Mdm2 MdmX PPI 0, UPR CHOP act 1.8 and TIM10 inh -6.
For COc1ccc(S(=O)(=O)N2CCCC2C(=O)Nc2nc3c(s2)CCCC3)cc1 (stereo unspecified) the results were tim10-1 inh 14, XBP1 UPR activ 1, 697 NFkB inh -14, Jurkat NFkB inh 0, tim23-1 inh 22, Mdm2 MdmX PPI 19, UPR CHOP act -0.9 and TIM10 inh -13.
`CCN(CC)S(=O)(=O)c1ccc(OCC(=O)NC2CCS(=O)(=O)C2)c([N+](=O)[O-])c1` (stereo unspecified) gave tim10-1 inh 5, XBP1 UPR activ -1, 697 NFkB inh -2, Jurkat NFkB inh -6, tim23-1 inh 13, Mdm2 MdmX PPI -24, UPR CHOP act -0.9 and TIM10 inh 1.

Bioassay records (PubChem)
